# Source: PubChem BioAssay (National Center for Advancing Translational Sciences (NCATS))
# 12-hLO inh: 12-hLO (ALOX12) enzyme inhibition | P18054 | purified 12-hLO, xylenol orange hydroperoxide absorbance | Potency, µM (top dose mostly 57.1 µM), inactives show at the highest dose activity change, negative = inhibition, usual class: inhibitors | actives 0.12% (n = 150,000) | AID 1452; note: potency is the fitted concentration of half-maximal effect; nearly all actives have a fitted effect of over 55% in size; many of its hits are not listed in these tables
# Target sequence (P18054 whole entry, looked up): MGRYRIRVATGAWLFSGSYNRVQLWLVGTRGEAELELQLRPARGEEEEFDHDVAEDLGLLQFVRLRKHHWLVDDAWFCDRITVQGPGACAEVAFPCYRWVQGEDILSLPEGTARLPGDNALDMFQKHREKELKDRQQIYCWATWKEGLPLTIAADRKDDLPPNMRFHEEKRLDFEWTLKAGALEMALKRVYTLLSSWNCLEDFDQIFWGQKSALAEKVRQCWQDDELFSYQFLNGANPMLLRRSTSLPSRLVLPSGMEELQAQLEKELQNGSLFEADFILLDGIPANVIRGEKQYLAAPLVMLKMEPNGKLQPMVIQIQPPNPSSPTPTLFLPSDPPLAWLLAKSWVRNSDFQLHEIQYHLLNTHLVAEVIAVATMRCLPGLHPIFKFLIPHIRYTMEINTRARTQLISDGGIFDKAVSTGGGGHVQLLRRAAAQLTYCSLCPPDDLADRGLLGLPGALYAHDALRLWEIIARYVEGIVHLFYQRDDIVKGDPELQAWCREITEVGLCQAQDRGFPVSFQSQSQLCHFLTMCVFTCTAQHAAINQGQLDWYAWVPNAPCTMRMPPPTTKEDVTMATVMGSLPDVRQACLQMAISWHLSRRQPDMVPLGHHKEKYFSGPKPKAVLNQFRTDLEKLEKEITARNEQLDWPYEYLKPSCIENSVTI
#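 150 nM 12hLO, 25 mM Hepes pH 7.0 + 0.01% Triton X-100; cpd preinc 15 min RT; 40 uM arachidonic acid, 30 min RT; Fe-XO 30 min; A573/A405 ratio as read-out.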
# PNC inhibitor: perinucleolar compartment assembly inhibition. actives 3.1% (n = 140,000). PC3M PTB-GFP, PNC prevalence imaging, 16 h; stronger effect = lower value. AID 2417. activity change (PNC), negative = inhibition, % at 10 µM;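 active = readout at or below -70, meaning at least 70% loss of cells showing the perinucleolar compartment, a nuclear body marking cancer cells; inconclusive = readout between -30 and a set limit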;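 note: plate controls were DMSO wells for no effect and camptothecin positive control wells for full effect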
#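 Read-out is percentage of cells bearing a perinucleolar compartment, from automated 20x imaging of fixed, Hoechst-stained PC3M PTB-GFP cells. Cells were seeded 4 h, then exposed 16 h to compound (23 nl of library stock) in duplicate plates.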
# 15-hLO-2 inh: 15-hLO-2 (ALOX15B) enzyme inhibition; purified 15hLO-2, xylenol orange hydroperoxide absorbance; Potency, µM (series often up to 57.1 µM), for inactives: top-dose activity change, negative = inhibition, actives largely listed as inhibitors; actives 0.56% (n = 110,000); note: potency is the fitted concentration of half-maximal effect; nearly all actives have a fitted effect of over 60% in size; many of its hits are not listed in these tables
#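 Purified human 15hLO-2 (50 nM final) preincubated with compounds 15 min at room temperature in 25 mM Hepes pH 7.5, 0.01% Triton X-100, then 45 uM arachidonic acid added for 90 min; hydroperoxide detected via ferrous/xylenol orange, 573/405 nm absorbance ratio.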
# IMPase cell inh: membrane-permeable compound that blocks inositol monophosphatase; P97697; CHO-M1 cells, IP1 accumulation, HTRF TR-FRET ratio; inhibition (IP1 accumulation), % at 46.1 µM; 120,000 tested, under 10 active; active = well fitted curve in the direction sought with a large enough effect in the signal ratio, not every such curve was filed as active; inconclusive = small, poorly fitted or top-dose-only effect, or a change in a side signal; inactive = no such curve, though single readings can be large or run the other way; the % refers to the signal ratio;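 note: cells stimulated with carbachol in lithium chloride buffer; plate controls were DMSO basal wells for no effect and reference inhibitor wells for full effect; higher means more IMPase inhibition seen as more IP1 and lower FRET ratio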
# Target sequence (P97697 whole entry, looked up): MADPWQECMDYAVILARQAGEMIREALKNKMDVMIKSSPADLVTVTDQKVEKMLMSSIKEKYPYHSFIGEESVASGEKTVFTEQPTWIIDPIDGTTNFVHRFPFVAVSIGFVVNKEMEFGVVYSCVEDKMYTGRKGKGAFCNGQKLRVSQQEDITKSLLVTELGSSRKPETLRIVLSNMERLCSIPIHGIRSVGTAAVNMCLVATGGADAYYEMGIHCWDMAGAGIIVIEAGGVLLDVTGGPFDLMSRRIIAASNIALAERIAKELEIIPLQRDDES
#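 CHO-M1, 2000 cells/well, cultured 16–30 h; cpd up to 46 uM; carbachol (50 uM solution, stimulation buffer w/ 50 mM LiCl, pH 7.4), 30 min 37C; IP-One TR-FRET, 10 min RT; Ex 320/Em 665, 620; Hill-fit AC50.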
# * marks the source's active call; other numbers are inactive results; ? = inconclusive; . = no result given; & = joins results of further samples; [ ] = remark or other dose. Unless noted, calls come from the whole dose curve; as a rule, active = well fitted curve in the direction sought with a large enough effect; inconclusive = small, poorly fitted or top-dose-only effect, or another doubt; inactive = no such curve, though single readings can be large; an effect the other way counts as inactive or inconclusive. Unless noted, % is set by controls: 0 for no effect and ±100 for the full control effect.
SMILES,12-hLO inh,PNC inhibitor,15-hLO-2 inh,IMPase cell inh
O=C(Nc1ccccc1-c1ccccc1)NC1CCN(C(=O)N2CCOCC2)CC1,1%,206,.,-2
Cc1cc(N(CC(=O)O)S(C)(=O)=O)ccc1Br,-2%,-24,-1%,10
Cc1sc2ncnc(NCc3ccccc3)c2c1C,5%,29,22%,15
CCOC(=O)c1ccccc1NS(=O)(=O)c1ccc(C)cc1,-1%,?,-4%,7
CC(C)(C)c1ccc(/C=N/NC(=S)NCc2ccccc2)cc1,2%,?,.,.
O=C(c1cccc(F)c1)N1CCN=C1SCc1cccnc1,-2%,?,10%,4
CC1=NN(C(=O)COc2ccc(C)c(C)c2)C(O)(c2ccccc2)C1 (stereo not given),2%,45,.,-5
CCCCn1c(SCC(=O)Nc2cc(C)on2)nnc1-c1ccco1,0%,14,-8%,-3
O=C(Nc1ccc2c3c(cccc13)CC2)c1cccc([N+](=O)[O-])c1,0%,-5,.,-1
CCCCc1ccc(NS(=O)(=O)c2cccs2)cc1,-10%,-9,-2%,3
CCC(C)(c1ccc(C=O)s1)c1ccc(C=O)s1,-4%,-6,-7%,1
Cn1c(SCC(=O)N/N=C/c2ccc([N+](=O)[O-])s2)nnc1-c1ccc(Cl)cc1,0%,?,.,.
COc1ccc(CNC(=O)C/C(C)=N/NC(=O)C(c2ccccc2)c2ccccc2)cc1,-1%,-21,-7%,-2
COc1ccc(C(C)=O)c2c(O)cccc12,-5%,?,-21%,4
CCOC(=O)c1cnc(SC)nc1Oc1cccc(NC(=O)c2cccc(Cl)c2Cl)c1,-3%,-18,9%,-1
CN(C)S(=O)(=O)c1cc(NC(=O)[C@H](Cc2ccccc2)N2C(=O)c3ccccc3C2=O)ccc1Cl,1%,?,.,.
COc1ccc(C(=O)CSc2nnc(CN3CCCC3)n2-c2ccc(F)cc2)c(OC)c1,1%,30,.,.
COC(=O)c1ccc2c(c1O)C(=O)c1ccccc1C2=O,-9%,-28,-28%,0
COC(=O)CSc1nc(C)c(Oc2ccccc2)c(=O)[nH]1,0%,20,-1%,-4
CC(C)Cn1c(N)c(C(=O)COC(=O)c2cc(C3CC3)nc3ccccc23)c(=O)n(C)c1=O,1%&0%,45,1%,.
Cc1ccc(SCCNS(=O)(=O)c2ccc3c(c2)OCCO3)cc1,-6%,120,.,0
COc1ccc(N2C(=O)NC3CC2(C)Oc2ccccc23)cc1OC (stereo not given),3%,20,-9%,-3
N#Cc1nc(-c2ccco2)oc1NCCc1ccccc1,-1%,41,-18%,4
c1ccc(-n2nnnc2-c2cnc(-c3cccnc3)nc2-c2cccs2)cc1,28%,?,.,-3
CCOC(=O)c1cc2c(=O)n3cccc(C)c3nc2n(C)c1=N,-9%,42,-10%,2
Cc1ccc(S(=O)(=O)NCCOc2nc(N(C)C)nc(N3CCOCC3)n2)cc1,-6%,-93*,3%,3
CN(Cc1ccccc1)C(=O)COC(=O)C1=NNC(=O)CC1,1%,32,.,.
C=COCCn1c(=N)n(CCC)c2ccccc21,-7%,?,-1%,0
Cc1cccc(N=C2NC(=O)S/C2=C\c2ccco2)c1,-4%,36,.,1
CCOc1cc(CNc2ccc3[nH]c(=O)[nH]c3c2)ccc1OCC(=O)NC(C)(C)C,-6%,8,3%,1
C/C(=N\OC(=O)c1ccc(Br)cc1)c1ccccn1,-2%,-3,.,.
COC(=O)[C@H](Cc1ccccc1)NC(=O)Nc1ccc(C)cc1,0%,0,-5%,4
Cc1ccc(S(=O)(=O)N2CCCC2C(=O)OCc2ccco2)cc1 (stereo not given),-16%,-108*,?,18
CCCc1[nH]nc2c1C(c1ccc(OC(=O)N3CCOCC3)cc1)C(C#N)=C(N)O2 (stereo not given),4%,35,10%,-2
COCC(C)NC(=O)c1cccc(Cl)c1 (stereo not given),0%,-29,-3%,-7
OCc1c[nH]c2ccccc12,-3%,.,-19%,.
COCCCNC(=S)N1CCN(c2ccc([N+](=O)[O-])cc2)CC1,-5%,27,.,-4
CCNC(=S)NNC(=O)Cc1ccccc1,1%,77,-4%,-5
CC1=C(C(=O)OC(C)C)C(c2cccs2)NC(=S)N1 (stereo not given),-1%,?,.,-16
CSc1nsc(/C=C/Nc2ccc(C)cc2)c1C#N,-30%,-11,?,-5
O=c1ccc2cc(O)c(O)cc2o1,-11%,15,-14%,5[20.6 µM]
COc1cc(S(=O)(=O)Nc2ccccc2)ccc1N=Cc1c(C)[nH]n(-c2ccc(C)cc2)c1=O,-2%,?,.,-8
CCOC(=O)C1=C(c2ccccc2)OC(N)=C(C#N)C1c1cccs1 (stereo not given),-5%,?,-7%,-3
O=C(O)c1cc(Nc2nc(N3CCOCC3)nc(N3CCOCC3)n2)ccc1Cl,2%,-15,.,?
O=C(N/N=C/c1ccccc1)c1cc(-c2ccc3c(c2)OCO3)n[nH]1,0%,-18,.,-7
COc1cc(NS(=O)(=O)N2CCCC2)cc(OC)c1OC,-3%,?,3%,-12
CS(=O)(=O)N(Cc1ccccc1)c1ccc(C(=O)N2CCOCC2)cc1,6%,24,-3%,0
CCCCN(CC)C(=O)c1ccc2c(c1)OCO2,-3%,22,.,.
Cn1c(=NCC(O)COc2ccccc2)sc2ccccc21 (stereo not given),-2%,-3,-3%,0
CC1(C)Cc2c(cnn2-c2ccccc2)C(=O)/C1=N\NC(=O)c1ccccc1,2%,-1,-3%,-8
O=C(NCC(=O)N(c1ccccc1)C(C(=O)NC1CCCC1)c1cccnc1)c1ccco1 (stereo not given),1%,7,.,-5
COc1ccc(/C=N\NC(=O)/C(=C\Nc2nccc(C)n2)NC(=O)c2ccccc2)cc1,1%,-9,5%,4
Cc1onc(-c2ccccc2Cl)c1C(=O)N1CCN=C1SCc1cccnc1,0%,4,10%,4
COc1ccc(/C=N\NC(=O)COc2ccc(C(C)(C)C)cc2)cc1Cn1nc(C)cc1C,3%,?,-4%,2
Cc1ccc(/C=N/N2C(=O)C3C(C2=O)C2C=CC3C23CC3)o1 (stereo not given),4%,-26,-2%,-1
COc1ccc(-c2ocnc2C(=O)Nc2ccccc2N2CCCCC2)cc1,-3%,12,3%,3
CCOc1ccc(S(=O)(=O)Nc2cc(S(=O)(=O)N(CC)CC)ccc2N2CCCC2)cc1,-2%,-121*,.,.
COC(=O)c1[nH]c(=O)c2ccccc2c1O,3%,-26,.,18
O=C(c1ccc(CS(=O)(=O)c2ccccc2)o1)N1CCOCC1,5%,0,9%,-2
O=C(CCc1nc(-c2ccccc2)no1)Nc1cc(C(F)(F)F)ccc1Cl,-8%,-4,1%,-3

# Single values from the list.
# OCc1c[nH]c2ccccc12 in 12-hLO inh = -3%
# COc1ccc(C(=O)CSc2nnc(CN3CCCC3)n2-c2ccc(F)cc2)c(OC)c1 in 12-hLO inh = 1%
# O=C(c1ccc(CS(=O)(=O)c2ccccc2)o1)N1CCOCC1 in 12-hLO inh = 5%
# O=C(NCC(=O)N(c1ccccc1)C(C(=O)NC1CCCC1)c1cccnc1)c1ccco1 (stereo not given) in IMPase cell inh = -5

# The listing continues.
SMILES,12-hLO inh,PNC inhibitor,15-hLO-2 inh,IMPase cell inh
CCN(CC)P(=O)(C(NC(=O)OC)C(F)(F)C(F)(F)C(F)(F)C(F)F)N(CC)CC (stereo not given),8%,?,-1%,10
Cc1ccccc1-c1cc(C(=O)Nc2nc3c(s2)CCCC3)c2ccccc2n1,-27%,-100*,0%,0
O=C(CSc1ccccc1)Nc1nnc(/C=C/c2ccccc2)s1,3%,?,.,?
CCOc1cccc(C2C(C(=O)c3ccco3)=C(O)C(=O)N2Cc2ccncc2)c1 (stereo not given),-6%,-29,-6%,2
CCN(CC(=O)NC(=O)NCc1ccco1)Cc1nc2ccccc2c(=O)[nH]1,-3%,-3,-3%,8
CCC(=O)Nc1ccccc1C(=O)N1CCOCC1,-1%,16,0%,12
CCN(CC)CCOC(=O)c1ccc2c(c1)OCCO2,12%,-7,-3%,4
Cc1nn(CC(=O)Nc2cccc(S(N)(=O)=O)c2)c(C)c1[N+](=O)[O-],-6%,-8,.,.
O=C(NCC1COc2ccccc2O1)c1ccc(NC(=O)C(c2ccccc2)c2ccccc2)cc1 (stereo not given),-3%,49,.,.
CC12CCC(C/C1=N\OC(=O)c1ccc(F)cc1)C2(C)C (stereo not given),-4%,-24,.,8[0.0738 µM]
O=C(Cc1ccc(S(=O)(=O)N2CCCC2)s1)N1CCOCC1,1%,-21,4%,-1
Cn1c(SCC(=O)N2CCOCC2)nnc1-c1ccccc1,0%,?,3%[11.4 µM],-2[1.84 µM]
Cc1ccc2nc(SC(C)C(=O)Nc3cccc([N+](=O)[O-])c3)[nH]c2c1 (stereo not given),0%,-84*,.,.
COc1ccc(NC(=O)c2sccc2SCc2cccc(C(F)(F)F)c2)cc1,-5%,17,1%,15
Cc1[nH]n(-c2ccc(Cl)cc2)c(=O)c1/C=N/c1nnc(-c2ccccc2)s1,-3%,45,.,.
COc1cccc(Nc2nnc(SCn3nnc4ccccc4c3=O)s2)c1,-4%,11,-14%,3
COC(=O)c1ccc(NC(=O)CSc2nccn2CCc2ccccc2)cc1,8%,-17,16%,-2
S=c1[nH]nc(Cc2ccccc2)n1Cc1ccco1,-2%,?,-2%,13
Cn1c(=O)c2c(nc3sccn32)n(C)c1=O,8%,19,.,1
O=C(NCc1ccccn1)NC12CC3CC(CC(C3)C1)C2,-5%,25,6%,-10
CCOc1ccc(NC(=O)COC(=O)CCCc2c[nH]c3ccccc23)cc1,5%,67,6%,6
COC(=O)NC(=S)N1CCOCC1,-1%,-22,.,.
COc1cc(Cl)cc(C2NC(=O)NC(C)=C2C(C)=O)c1OCC(=O)O (stereo not given),-5%,27,-1%,-1
CCOC(=O)CCc1c(C)c2ccc(OCc3nn[nH]n3)cc2oc1=O,-2%,-22,1%,-8
Nc1nc2c(s1)CCc1c-2cnn1-c1ccccc1,?,10,1µM*,21
CCOc1ccc2ccccc2c1CNCCN1CCOCC1,0%,3,31%[activator],4
Cn1c(C(=O)Nc2ccccc2)cc2sccc21,2%,64,-11%,0
Cc1cccc(OCC(=O)Nc2cc(C)ccc2O)c1,-3%,?,-13%,10
CCOC(=O)N1CCC(N2C(=O)c3ccccc3C2Nc2ccc(C)cc2)CC1 (stereo not given),-16%,43,-6%,7
COc1ccc2c3c1OC1C[C@@H](O)C=C[C@@]31CCN(C)C2 (stereo not given in full),-2%,.,-4%,-2
Cc1cccc(Oc2ncc(-c3ccc(Cl)cc3)cn2)c1C,-5%,4,-6%,8
Cc1ccc(Sc2ncccc2C(=O)O)c(C)c1,-1%,36,.,.
Cc1ccc(Cl)cc1Nc1nc(-c2sc(NC(=O)c3cccc(Cl)c3)nc2C)cs1,-5%,37,2%,1
Cc1nc(N2CCN(c3ccccc3)CC2)nc2c1C(=O)CCC2,1%,?,11%,24
Oc1ccc(NCc2ccccc2OCc2ccccc2F)cc1,?,15,13µM*,15&19
O=C(CCCCCN1C(=O)CCC1=O)Nc1ccc(Br)cc1F,-4%,-12,6%[2.29 µM],5
CCOC(=O)c1c(NC(=O)C(=O)N/N=C/c2ccc(O)c(OC)c2)sc2c1CCCCC2,-1%,7,.,.
O=C1C2CCCN2C(=O)N1CCCCN1CCN(c2ccc(F)cc2)CC1 (stereo not given),-1%,-30,.,.
COc1cc2c(N3CCOCC3)cc(O)c(CC(=O)Nc3ccccc3)c2cc1OC,-2%,?,-9%,10
O=C(O)c1c(Cl)c(Cl)c(Cl)c(Cl)c1C(=O)N1CCOCC1,-4%,?,1%,-9
C[n+]1c2n(c3ccccc31)N=C(c1ccccc1)CS2,-4%,42,-28%,13

# A portion of the results above, as a working copy:
SMILES,12-hLO inh,PNC inhibitor,15-hLO-2 inh,IMPase cell inh
O=C(O)c1c(Cl)c(Cl)c(Cl)c(Cl)c1C(=O)N1CCOCC1,-4%,?,1%,-9
C[n+]1c2n(c3ccccc31)N=C(c1ccccc1)CS2,-4%,42,-28%,13

# These rows are one share of the data, so the mix of outcomes need not match the whole.
